# Compound activity from PubChem BioAssay.
# Rtt109 Vps75: inhibitors of C. albicans Rtt109/Vps75 HAT, primary screen, biochemical, ThioGlo CoA-SH fluorescence, plate reader; Histone acetyltransferase RTT109 (Candida albicans (strain SC5314 / ATCC MYA-2876)), …; purified Rtt109/Vps75, 4 h; inhibition, % at 34.9 µM; actives 0.16% (n = 330,000);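 active means inhibition of at least 50% in every replicate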
# CAL PDZ FP-1: untagged CAL PDZ binding inhibitors, primary screen, biochemical, fluorescence polarization, HTS. Golgi-associated PDZ and coiled-coil motif-containing protein (Homo sapiens), Q9HD26. purified CAL PDZ, TMR-peptide fluorescence polarization, 1 h. inhibition, % at 24.9 µM. actives 0.92% (n = 300,000). AID 602252, 2012;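 active means mean inhibition of at least 30% with at least half of replicates also reaching 30%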;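 further: 0% = DMSO neutral control and 100% = excess unlabeled competitor peptide PRC23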
# CAL PDZ FP-2: CAL PDZ peptide-binding inhibitors, primary screen, biochemical, fluorescence polarization, Cer-tagged CAL PDZ, HTS; purified CAL PDZ, TMR-peptide fluorescence polarization, 1 h; inhibition, % at 20 µM; actives 0.02% (n = 330,000); AID 504414, 2011;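 active means highest replicate inhibition of at least 40%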;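 further: plate controls were DMSO neutral control wells for no effect and unlabeled competitor peptide control wells for full effect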
#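 Material – purified CerCALP PDZ construct · Detection – FP readout, S and P plane fluorescence · Measure – percent inhibition from loss of millipolarization · Controls – unlabelled peptide for full inhibition, DMSO wells as neutral · Probe or stimulus – TMR-labelled reporter peptide T*-PRC34 bound in PDZ groove · Times – 1 h at RT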
# RTF Ca sens act: cardiac RTF calcium sensitivity activators, primary screen, biochemical, IANBD-TnC fluorescence, EC20 calcium; Troponin I, cardiac muscle (Homo sapiens) + Troponin T, cardiac muscle (Homo sapiens) + …; IANBD-labeled TnC RTF fluorescence at EC20 calcium; 0% EC20 calcium, 100% full calcium; activation, % at 7.2 µM; actives 0.24% (n = 340,000);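 active means activation above the mean over all tested compounds plus 3 SD, cut at about 30% in these data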;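 further: rise in fluorescence read as greater calcium sensitivity of cardiac thin filaments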
# Keap1 Nrf2 FP: Keap1-Nrf2 protein-protein interaction inhibitors, primary screen, biochemical, fluorescence polarization, single point; inhibition, % at 9.4 µM; actives 0.15% (n = 340,000); AID 504523, 2011; Kelch-like ECH-associated protein 1 (Homo sapiens), Q14145; Keap1 Kelch-Nrf2 peptide fluorescence polarization, 1536-well; in the data active means inhibition above about 12%;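 further: human Keap1 Kelch domain with fluorescein labeled Nrf2 9mer peptide probe; 0% = neutral control wells and 100% = peptide positive control; higher means more block of Keap1 binding to Nrf2 peptide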
# PKA-R2B act: activators of PKA-R2B holoenzyme, primary screen, biochemical, fluorescence polarization, Cy5-IP20, human; cAMP-dependent protein kinase catalytic subunit beta (Homo sapiens) + cAMP-dependent …; PKA-R2B holoenzyme dissociation; R2B truncated from residue 108, S112A mutant; 0% DMSO only, 100% 113 µM cGMP; activation, % at 11.4 µM; actives 0.079% (n = 340,000); AID 504700, 2011;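 active means activation above a cutoff set at the mean over all compounds plus 3 SD, cut at about 18% in these data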;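 further: higher means more holoenzyme dissociation and a rise in polarization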
# Target sequence (P31323 whole entry, looked up, other chains not shown, the tested form may be a part): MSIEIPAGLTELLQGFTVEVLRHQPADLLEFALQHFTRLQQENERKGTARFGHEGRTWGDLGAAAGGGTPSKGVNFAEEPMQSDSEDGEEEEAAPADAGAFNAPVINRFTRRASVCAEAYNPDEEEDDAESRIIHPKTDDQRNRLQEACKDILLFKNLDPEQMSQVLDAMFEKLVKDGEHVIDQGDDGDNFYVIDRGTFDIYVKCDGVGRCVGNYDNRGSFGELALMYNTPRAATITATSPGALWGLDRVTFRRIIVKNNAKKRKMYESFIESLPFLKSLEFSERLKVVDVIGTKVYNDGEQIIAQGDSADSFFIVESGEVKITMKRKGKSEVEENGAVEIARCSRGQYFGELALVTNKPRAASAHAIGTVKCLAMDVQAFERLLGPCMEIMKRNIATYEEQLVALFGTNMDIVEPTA
# LANA DNA inh: inhibitors of KSHV C-LANA binding to DNA, primary screen, biochemical, fluorescence polarization, FAM-LBS DNA, MBP-C-LANA, single point | Kaposi's sarcoma herpesvirus LANA C-terminal domain (residues 932-1162) DNA binding | inhibition, % at 9 µM | actives 0.078% (n = 340,000);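 active means highest replicate inhibition at or above 60% at 9 µM, even if other replicates fall short; inactive means all replicates below 60% inhibition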;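 further: 0% = neutral control wells and 100% = 4 µM acridine orange control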
# RTF Ca sens inh: cardiac RTF calcium sensitivity inhibitors, primary screen, biochemical, IANBD-TnC fluorescence, EC70 calcium. inhibition, % at 7.15 µM. IANBD-labeled cardiac RTF, Ca2+ fluorescence. AID 493244, 2011. actives 0.12% (n = 340,000);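 active means inhibition above the mean inhibition of all tested compounds plus 3 SD, cut at about 17% in these data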;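 further: assay run at fixed EC70 calcium of 1.6 mM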
# DAGLB inh: DAGLB lipase inhibitors, primary screen, biochemical, fluorescence, HTS; actives 0.059% (n = 340,000); Diacylglycerol lipase-beta (Homo sapiens), Q8NCG7; inhibition, % at 5.17 µM; HEK293T DAGLB membrane lysate, EnzChek fluorogenic substrate; in the data active means inhibition above about 34%;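 further: 0% = enzyme with vehicle and 100% = wells lacking enzyme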
# Target sequence (Q8NCG7 whole entry, looked up): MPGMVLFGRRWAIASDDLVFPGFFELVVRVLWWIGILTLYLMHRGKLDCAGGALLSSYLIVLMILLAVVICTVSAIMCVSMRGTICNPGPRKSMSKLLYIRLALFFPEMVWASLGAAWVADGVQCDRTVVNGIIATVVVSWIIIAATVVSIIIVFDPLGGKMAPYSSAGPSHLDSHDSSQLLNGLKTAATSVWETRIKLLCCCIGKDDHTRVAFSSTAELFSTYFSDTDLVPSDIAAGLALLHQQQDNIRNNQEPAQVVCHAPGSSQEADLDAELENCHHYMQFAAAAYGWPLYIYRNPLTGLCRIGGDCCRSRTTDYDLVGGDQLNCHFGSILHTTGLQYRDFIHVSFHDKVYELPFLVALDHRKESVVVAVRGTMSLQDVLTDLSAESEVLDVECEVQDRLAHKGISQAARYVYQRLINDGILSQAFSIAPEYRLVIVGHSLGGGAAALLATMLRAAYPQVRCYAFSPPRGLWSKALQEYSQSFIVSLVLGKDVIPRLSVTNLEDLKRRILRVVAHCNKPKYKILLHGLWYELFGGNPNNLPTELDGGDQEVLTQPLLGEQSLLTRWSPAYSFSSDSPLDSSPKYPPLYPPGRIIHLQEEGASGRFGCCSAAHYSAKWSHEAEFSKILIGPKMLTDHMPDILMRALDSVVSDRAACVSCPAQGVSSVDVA
# SR-BI DiI-HDL act: activators of SR-BI mediated DiI-HDL uptake, primary screen, ldlA[mSR-BI] CHO cells, DiI fluorescence; 3 h; 100 = double the neutral-control signal; activation, % at 12.5 µM; actives 0.096% (n = 320,000); AID 504775, 2011;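 active means mean replicate activation of at least 60% and every replicate at or above 60%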;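 further: 0% = median plate neutral-control signal and 100% = twice that signal; values of inactives mirror those of a sister screen read the other way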
#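 Material: SR-BI-overexpressing, LDLR-lacking CHO cells; schedule: compound exposure 3 h, 37 °C; reagent: DiI-labelled HDL at 10 µg/mL final; technique: bottom-read fluorescence, 550/595 nm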
# The depositor's hits bear a star; · = not tested or not shown. This is a random part of the collection. Share with any hit: about 1.6%.
SMILES,Rtt109 Vps75,CAL PDZ FP-1,CAL PDZ FP-2,RTF Ca sens act,Keap1 Nrf2 FP,PKA-R2B act,LANA DNA inh,RTF Ca sens inh,DAGLB inh,SR-BI DiI-HDL act
COc1ccc(-c2cn3c(C)c(C(=O)N4CCc5ccccc5C4)sc3n2)cc1,-1,-5,-1.2,1,-2,-2,1.5,6,-1,-38
O=C(NCCCN1C(=O)c2ccccc2C1=O)OCc1ccccc1,5,·,-0.3,-7,-7,-1,-1.3,-1,-7,5
O=C1c2ccccc2S(=O)(=O)N1CCOc1ccccc1,·,4,-1.6,-2,-1,4,-1.0,2,0,-15
CC(=O)N(c1ccc2oc(=O)sc2c1)S(=O)(=O)c1ccc(C(=O)O)cc1,4,-1,-2.1,3,-8,2,1.2,-11,1,16
Cc1ccc2nc(-c3cccc(NC(=O)c4ccc5c(c4)OCCO5)c3)oc2c1,4,-2,-1.2,0,1,-2,-0.7,-5,-4,-34
COc1cc(OC)cc(-c2nnc(Nc3nc4c(F)cccc4s3)o2)c1,-10,-2,0.2,15,-5,-7,0.7,-11,2,7
CCN(CC)c1nc(C(N)=O)cc(-c2ccccc2)n1,12,-3,-0.9,-4,2,-3,1.3,0,-2,-14
CCN(c1ccc(NC(=O)COC(=O)C2CCN(c3ccc(C(F)(F)F)cn3)CC2)cc1)C(C)C,-3,-5,-1.2,7,2,-12,-1.6,-5,-6,-12
COc1ccc(NC(=O)CNC(=O)c2cccs2)cc1Cl,4,0,0.5,-2,0,-15,3.2,1,-1,-10
FC(F)(F)c1cc(-c2cccs2)nc2nc(N3CCOCC3)sc12,1,5,-1.5,-2,-1,0,-1.5,-5,-1,-74
Cc1c(Cl)c([N+](=O)[O-])nn1CCCC(=O)NC(C)c1ccccc1 (stereo not drawn),-3,·,-1.0,5,-2,-8,2.1,4,-1,1
Cc1cc(-c2nc3cccnc3s2)ccc1NS(=O)(=O)c1ccc2c(c1)OCCO2,6,-6,0.0,1,-4,-1,0.6,-1,-9,8
CC(C)[C@H](NC(=O)c1ccccc1F)C(=O)NCCc1ccccc1,-2,-1,-1.4,-4,0,0,1.2,-2,3,13
Oc1cccc(-c2nc3ccccc3s2)c1,-4,-7,·,3,-6,-5,-2.7,-6,-2,0
CN(C)c1ccc(C(=O)/C=C/c2ccco2)cc1,2,0,-0.2,13,3,0,-5.2,-4,1,12
Clc1ccc2[nH]c3c(NCCN4CCOCC4)ncnc3c2c1,2,-3,-3.5,-6,-7,-7,-1.7,-9,2,5
Cc1nn(-c2ccccc2)c2sc(C(=O)O)cc12,5,-3,0.5,3,7,-17,-2.4,-1,0,1
Cc1ccc(S(=O)(=O)C(C#N)c2nc3ccccc3nc2N2CCN(C)CC2)cc1 (stereo not drawn),10,-3,-0.9,-2,-4,0,-0.2,-6,5,-11
CCOC(=O)Cn1cnc2c(cnn2-c2ccccc2)c1=O,-1,-4,-0.9,-1,-1,-5,2.1,-2,-1,50
Cc1onc(-c2c(F)cccc2Cl)c1C(=O)N1CCN(c2ncc(Br)cn2)CC1,-3,-6,-0.6,-1,0,-8,-1.1,5,-4,1
CC1CC(C)CN(C(=O)CSc2nnc3ccccn23)C1 (stereo not drawn),21,-5,-0.4,-3,-7,-9,1.8,4,-1,17
CCOC(=O)c1nnn(CC(=O)N2N=C(c3ccc(Cl)cc3)CC2c2ccc(OC)cc2)c1C(=O)OCC (stereo not drawn),5,-1,-0.1,6,-6,5,-1.1,-10,-2,-40
NC(=O)COc1ccc(C(=O)NCC2(N3CCOCC3)CCCCC2)cc1,6,-3,0.6,4,-7,-2,-1.1,-4,1,13
Cc1ccc2cc(C=O)c(N3CCOCC3)nc2c1C,-2,-4,·,-4,0,-3,-1.7,0,-3,-1

# Compounds listed so far with two or more sulfur atoms, in the order listed:
SMILES,Rtt109 Vps75,CAL PDZ FP-1,CAL PDZ FP-2,RTF Ca sens act,Keap1 Nrf2 FP,PKA-R2B act,LANA DNA inh,RTF Ca sens inh,DAGLB inh,SR-BI DiI-HDL act
CC(=O)N(c1ccc2oc(=O)sc2c1)S(=O)(=O)c1ccc(C(=O)O)cc1,4,-1,-2.1,3,-8,2,1.2,-11,1,16
FC(F)(F)c1cc(-c2cccs2)nc2nc(N3CCOCC3)sc12,1,5,-1.5,-2,-1,0,-1.5,-5,-1,-74
Cc1cc(-c2nc3cccnc3s2)ccc1NS(=O)(=O)c1ccc2c(c1)OCCO2,6,-6,0.0,1,-4,-1,0.6,-1,-9,8

# Remaining list, next part
SMILES,Rtt109 Vps75,CAL PDZ FP-1,CAL PDZ FP-2,RTF Ca sens act,Keap1 Nrf2 FP,PKA-R2B act,LANA DNA inh,RTF Ca sens inh,DAGLB inh,SR-BI DiI-HDL act
Cc1cccc(Cn2cnc3c(sc4nc(C)cc(C)c43)c2=O)c1,4,·,-0.7,4,2,-1,0.4,-5,0,·
Cc1ccc2nc(SCc3ccc([N+](=O)[O-])cc3)[nH]c2c1,12,·,-0.2,4,2,6,-1.5,-6,-3,10
CC(NS(=O)(=O)c1ccc([N+](=O)[O-])cc1)C(=O)NN (stereo not drawn),7,·,-1.0,1,-1,0,-0.6,-5,2,32
Cc1cc(C)c(NC(=S)NCC2CCN(C(C)c3ccccc3)C2)c(C)c1 (stereo not drawn),6,-2,-0.2,1,-6,-14,1.1,-3,1,0
CCN1CCN(C(=O)c2cc3nc(-c4ccccc4)cc(C(F)(F)F)n3n2)CC1,6,-1,-2.3,3,-4,3,-0.2,0,1,-15
CCOc1nc2c(c(=O)n(C)c(=O)n2C)n1Cc1ccccc1Cl,0,6,-0.1,2,4,-4,0.8,-2,3,-14
COc1ccccc1CNC(=O)Cn1cc(Br)ccc1=O,0,-3,0.2,-5,4,-6,-0.1,0,0,9
CC(=O)Nc1ccc(NC(=O)Cc2ccc(S(=O)(=O)N3CCCCC3)cc2)cc1,-14,0,-0.5,-3,-1,-10,-1.0,12,-2,16
Cc1ccc(CNC(=O)C(NS(=O)(=O)c2cccc3nsnc23)C(C)C)cc1 (stereo not drawn),4,0,-0.5,-3,-3,-13,-1.0,-2,-2,0
CCOC(=O)N1CCN(S(=O)(=O)c2ccc3c(c2)CCN3C(=O)C2CC2)CC1,3,1,3.5,5,-3,-21,-1.2,-7,1,7
CC(C)Cc1cc(C(=O)O)c2ccccc2n1,1,·,-2.1,5,0,7,2.1,1,1,26
N#CC1=C(N)N=C(SCc2cccc3ccccc23)C(C(N)=O)C12CCCCC2 (stereo not drawn),28,-2,-1.5,-5,0,-5,-0.4,2,5,-9

# Brought forward from above: 6 entries, then new ones.
SMILES,Rtt109 Vps75,CAL PDZ FP-1,CAL PDZ FP-2,RTF Ca sens act,Keap1 Nrf2 FP,PKA-R2B act,LANA DNA inh,RTF Ca sens inh,DAGLB inh,SR-BI DiI-HDL act
COc1ccccc1CNC(=O)Cn1cc(Br)ccc1=O,0,-3,0.2,-5,4,-6,-0.1,0,0,9
CC(=O)Nc1ccc(NC(=O)Cc2ccc(S(=O)(=O)N3CCCCC3)cc2)cc1,-14,0,-0.5,-3,-1,-10,-1.0,12,-2,16
Cc1ccc(CNC(=O)C(NS(=O)(=O)c2cccc3nsnc23)C(C)C)cc1 (stereo not drawn),4,0,-0.5,-3,-3,-13,-1.0,-2,-2,0
CCOC(=O)N1CCN(S(=O)(=O)c2ccc3c(c2)CCN3C(=O)C2CC2)CC1,3,1,3.5,5,-3,-21,-1.2,-7,1,7
CC(C)Cc1cc(C(=O)O)c2ccccc2n1,1,·,-2.1,5,0,7,2.1,1,1,26
N#CC1=C(N)N=C(SCc2cccc3ccccc23)C(C(N)=O)C12CCCCC2 (stereo not drawn),28,-2,-1.5,-5,0,-5,-0.4,2,5,-9
C=CCc1cc(OC)ccc1OCCCCn1cncn1,3,-2,0.8,1,2,8,2.4,-6,0,34
O=C1CN(C(=O)CSc2nc(-c3ccccc3)cs2)c2ccccc2N1,4,-3,-0.9,-2,1,-2,0.0,-2,2,8
CC(=O)O[C@@H]1[C@H](OC(=O)CC(C)C)c2c(ccc3ccc(=O)oc23)OC1(C)C,3,-2,-1.2,10,3,2,0.8,3,-3,11
COc1cccc(Oc2cnc(N)nc2-c2ccc(OC)cc2O)c1,-1,-2,-2.6,5,-3,-8,-1.3,3,0,-11
Nc1scc(-c2ccncc2)c1Cl,26,-3,-0.7,8,-7,9,-0.3,-6,3,-1
CC(O)[C@H]1CNC(=O)C(=O)N1CC(C)(C)C (stereo partly drawn),-10,1,-0.4,4,-2,5,-0.1,-7,1,40
CC1=C(c2ccccc2)CCC1=O,-1,-2,1.4,-5,-5,-10,-0.6,-5,1,29
Cc1nc(SCC(=O)NC2CCCCC2)[nH]c(=O)c1C,-4,3,-2.5,-1,-3,-5,0.4,-7,1,·
Cc1cccc2sc(NC(=O)c3cccc(S(=O)(=O)N4CCc5ccccc54)c3)nc12,-4,-2,-2.4,1,4,-5,-0.2,-1,-2,-68
CCOC(=O)[C@H]1[C@H]2COc3ccccc3[C@@H]2N2C(=O)[C@@H](C)NC(=O)[C@@]12C,-2,1,0.9,-3,-2,-7,3.5,-16,-1,3
COc1ccccc1N1CCN(CC(=O)Nc2nc(C)c(C(=O)N(C)C)s2)CC1,5,-2,0.4,1,1,-12,0.4,1,-3,9
[O-]/[N+](=C/c1ccc(F)cc1)c1ccc(Cl)cc1,-2,1,-0.5,7,-1,1,-0.8,-3,-4,31
Cc1ccc(-c2csc(NC(=O)Cc3ccc(F)cc3)n2)o1,2,-7,-0.3,-1,-5,-10,0.7,-5,1,-22
O=C(O)c1ccc(COCC(F)(F)F)cc1,6,-3,-0.2,1,-3,1,-2.1,1,1,17
O=C1CC(/C=C/c2ccc([N+](=O)[O-])cc2)=Nc2ccccc2N1,13,0,0.3,-1,-6,-17,-2.0,4,13,-2
